Compound activity (PubChem)
MmCpn inh = M. maripaludis TRiC chaperonin inhibition; AID 504842; 0.031% of 330,000 active; Potency, µM (top dose mostly 76.9 µM), for the others: at the top dose activity, negative = inhibition, most hits filed as inhibitors; purified Mm-Cpn ATPase, ADP Transcreener TR-FRET; also: potency is read from the fitted curve at half-maximal effect; % is scaled to controls: 0 for no effect and ±100 for the full control effect; nearly all actives have a fitted effect of over 80% in size
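Compound-treated chaperonin, 25 nM final, turns over 10 uM ATP at 37°C for 30 min following a 10 min preincubation; ADP generated competes with ADP-d2 for Eu-cryptate antibody, lowering FRET.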
EPAC2 ag = agonists of human EPAC2 (RAPGEF4). Q8WZA2. 0.079% of 360,000 active. AID 720711. EPAC2 activation, biochemical qHTS; response scale: 100% = 6.5 mM cAMP response. Potency, µM (doses to about 154 µM), for inactives: top-dose activation, hits mostly activators; also: potency is read from the fitted curve at half-maximal effect; nearly all actives have a fitted effect of over 50% in size
Target sequence (Q8WZA2 whole entry, looked up): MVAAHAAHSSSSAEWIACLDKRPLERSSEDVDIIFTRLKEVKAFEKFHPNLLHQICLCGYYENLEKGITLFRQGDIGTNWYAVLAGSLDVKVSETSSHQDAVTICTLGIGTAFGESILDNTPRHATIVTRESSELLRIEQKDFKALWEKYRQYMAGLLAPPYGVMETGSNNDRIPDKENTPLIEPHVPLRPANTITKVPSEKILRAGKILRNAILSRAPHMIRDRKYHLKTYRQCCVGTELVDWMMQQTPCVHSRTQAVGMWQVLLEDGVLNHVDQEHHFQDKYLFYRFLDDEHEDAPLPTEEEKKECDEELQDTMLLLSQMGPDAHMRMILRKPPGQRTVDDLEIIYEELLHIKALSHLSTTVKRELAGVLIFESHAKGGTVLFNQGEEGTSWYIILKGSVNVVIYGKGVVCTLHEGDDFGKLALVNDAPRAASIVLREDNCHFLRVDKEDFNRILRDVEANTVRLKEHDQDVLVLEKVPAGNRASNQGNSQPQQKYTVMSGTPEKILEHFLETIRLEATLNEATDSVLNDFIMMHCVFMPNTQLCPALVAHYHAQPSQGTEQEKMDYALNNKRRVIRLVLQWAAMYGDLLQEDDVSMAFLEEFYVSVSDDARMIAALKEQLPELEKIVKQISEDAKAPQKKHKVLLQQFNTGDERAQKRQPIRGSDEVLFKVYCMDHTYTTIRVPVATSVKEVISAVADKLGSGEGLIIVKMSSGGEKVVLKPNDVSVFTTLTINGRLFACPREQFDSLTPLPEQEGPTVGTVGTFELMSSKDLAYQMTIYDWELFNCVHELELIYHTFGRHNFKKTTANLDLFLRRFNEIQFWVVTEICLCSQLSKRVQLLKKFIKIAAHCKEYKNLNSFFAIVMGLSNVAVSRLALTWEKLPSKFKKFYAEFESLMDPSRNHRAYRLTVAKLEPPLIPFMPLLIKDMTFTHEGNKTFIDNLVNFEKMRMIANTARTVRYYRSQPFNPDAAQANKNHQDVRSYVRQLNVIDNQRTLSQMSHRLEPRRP
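Compounds were added across a concentration range to EPAC2 (100 nM), RAP1B-BODIPY-GDP (250 nM) and GDP (50 uM). After 5 min at room temperature, fluorescence was recorded at 5-min intervals for 30 min.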
Akt phos inh = Akt phosphorylation inhibition; Neuro2A IGF-stimulated pAkt S473 HTRF, 20 min; hits give low values; activity change, % for hits at 50 µM; 0.32% of 360,000 active; in the data active = activity change below about -80%; inconclusive = mostly about -51% to -80%; also: % is scaled to controls: 0 for no effect and ±100 for the full control effect
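Neuro2A cells in DMEM with 0.5% FBS, overnight at 37 deg C, given compound at single 50 µM final, then IGF (6 nM final) for 20 min at 37 deg C. Lysed; phospho-Akt Ser473 by HTRF after 24 h, 665/615 ratio.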
Nrf2 ARE act = activates Nrf2 signaling; Potency, µM (series often up to 46.1 µM), for inactives: at the top dose activation, hits mostly activators; AID 624171; 0.31% of 410,000 active; AREc32 ARE-luciferase reporter (MCF7-derived line), luminescence, 24 h; also: potency is read from the fitted curve at half-maximal effect; % of control where 0% means no effect; nearly all actives have a fitted effect of over 65% in size
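Each well held 1000 AREc32 cells, which were incubated with compound for 24 hr at 37 deg C after overnight attachment, and ARE reporter activity was quantified by firefly luciferase luminescence.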
TGFb SMAD3 inh = TGF-b pathway inhibition. HepG2 CAGA-GFP TGF-b/SMAD3 reporter, GFP fluorescence, 18 h; TGF-beta stimulated, 500 pg/mL final. Potency, µM (series often up to 46.1 µM), for the others: at the top dose activity, negative = inhibition, hits mostly inhibitors. 1.2% of 410,000 active; also: potency is read from the fitted curve at half-maximal effect; % is scaled to controls: 0 for no effect and ±100 for the full control effect; nearly all actives have a fitted effect of over 65% in size
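Inhibition of TGF-beta-driven CAGA-GFP reporter expression in HEPG2 cells is measured by cellular GFP fluorescence after 18 h stimulation with 500 pg/mL recombinant TGF-beta in 1% FBS medium at 37 degrees C.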
EPAC2 antag = antagonists of human EPAC2; 0.18% of 360,000 active; Q8WZA2; Potency, µM (doses to about 114 µM), without a hit: at the top dose activity, negative = inhibition, actives largely listed as inhibitors; EPAC2 GEF exchange of Rap1B-BODIPY-GDP, fluorescence; also: potency is read from the fitted curve at half-maximal effect; % is scaled to controls: 0 for no effect and ±100 for the full control effect; nearly all actives have a fitted effect of over 45% in size; many of its hits are not listed in these tables
Nrf2 inh = blocks Nrf2 signaling; A549 ARE-Fluc reporter, luciferase luminescence, 18-24 h; Potency, µM (series often up to 46 µM), for inactives: top-dose activity change, negative = inhibition, most hits filed as inhibitors; 2.1% of 360,000 active; also: potency is read from the fitted curve at half-maximal effect; % is scaled to controls: 0 for no effect and ±100 for the full control effect; nearly all actives have a fitted effect of over 60% in size
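Cells were seeded and rested 2 h, then exposed to compounds for 18-24 h. CellTiter-Fluor was read first as a viability measure. BugLite was added 15 min before the final luminescent read of ARE-luciferase activity in A549 cells.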
A549 viability = counter-screen for Nrf2 inhibitors: cytotoxicity in A549 cells; A549 ARE-Fluc cells, CellTiter-Fluor viability, 18-24 h; Potency, µM (series often up to 46 µM), for inactives: at the highest dose activity change, negative = cytotoxicity, hits mostly inhibitors; AID 504648; 0.16% of 390,000 active; also: potency is read from the fitted curve at half-maximal effect; % is scaled to controls: 0 for no effect and ±100 for the full control effect
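A549 ARE_Fluc cells in 5% FBS OPTI-MEM were exposed to compounds in concentration-response for 18-24 h at 37 deg C. Viability was read by CellTiter-Fluor fluorescence (Ex 405/Em 525) after 30 min, before the luciferase read.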
CCT chaperon mod = changes cytosolic chaperonin activity; 0.3% of 360,000 active; purified chaperonin ATPase assay, HTRF ADP detection, 30 min; activity change, % (concentration not given with the values), hits read low; AID 651819; in the data active = activity change below about -30%; also: % is scaled to controls: 0 for no effect and ±100 for the full control effect
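ATPase activity: ADP formed was measured by HTRF Transcreener (665/615 nm ratio) after 30 min at 37 deg C with 10 uM ATP. Compounds screened at one 76 uM concentration against 40 or 20 nM TRiC in Tris pH 7.4/KCl/MgCl2/DTT buffer.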
* = called active by the depositor; i = inactive; ? = inconclusive; . = no result given; [ ] = remark or other dose. Unless noted, calls follow the shape of the dose curve; as a rule, active = well fitted curve in the direction sought with a large enough effect; inconclusive = small, poorly fitted or top-dose-only effect, or another doubt; inactive = no such curve, though single readings can be large; an effect the other way counts as inactive or inconclusive. These rows are one share of the data, so the mix of outcomes need not match the whole.

cpd	SMILES	EPAC2 antag	Nrf2 inh	Akt phos inh	CCT chaperon mod	A549 viability
1	O=C(c1cccs1)c1cn(CCOc2ccc(F)cc2)c2ccccc12	.	?	.	.	-6%
2	CCOC(=O)c1ccc(S(=O)(=O)N2CCN(C(C)=O)CC2)cc1	1%	2%	i	-2.2	0%
3	O=C(CCS(=O)(=O)c1ccccc1)N(CCCN1CCOCC1)c1nc2c(F)cccc2s1	-6%	2%	i	1.5	0%
4	O[C@H]1C[C@H](c2ccc(Cl)cc2)N(CC2CCCCC2)C[C@@H]1n1cc(-c2ccc(F)cc2)nn1	10%	.	i	-0.6	.
5	COC(=O)c1ccc(C23CC4(C2)[C@H](CN(Cc2ccc(C(F)(F)F)cc2)[C@@H]4c2ccccc2)C3c2ccccc2)cc1 (some centres undefined)	9%	18%	i	0.6	21%
6	COc1ccc(NC(=O)CSc2nnc3n2CCCCC3)cc1S(=O)(=O)N(C)C	0%	.	i	-0.8	.
7	COc1ccc2[nH]c(=O)c(CN(CC3CCCO3)C(=O)Nc3ccc(F)cc3)cc2c1 (centres undefined)	-11%	?	i	-4.9	-20%
8	Cc1cccc(-c2noc(CCCOc3ccc(Cl)cc3Cl)n2)c1	-2%	3%	i	-0.7	3%
9	Cn1c(=O)n(CCCO)c(=O)c2c1nc1n2CCCN1Cc1ccccc1	4%	3%	i	-1.3	5%
10	COc1cccc(C(=O)c2cn(CC(=O)NCc3ccccc3)c3nc(C)ccc3c2=O)c1	.	?	.	.	-9%
11	Cc1ccc(C)c(Cn2c3ccccc3c3cnn(CC(=O)NCCCc4ccccc4)c(=O)c32)c1	.	?	.	.	11%
12	Cc1ccc(N2C(=O)CSC2c2ccccn2)cc1Cl (centres undefined)	0%	-28%	.	0.9	-13%

cpd	MmCpn inh	TGFb SMAD3 inh	Nrf2 ARE act	EPAC2 ag
1	.	?	12%	.
2	1%	-10%	-0.1%	-16%
3	-3%	?	?	-2%
4	.	-8%	-0.1%	4%
5	-1%	1%	4.6%	-1%
6	.	-6%	-0.6%	9%
7	1%	1%	4.3%	7%
8	3%	1%	-0.6%	9%
9	0%	-23%	3.4%	9%
10	.	-3%	0.2%	.
11	.	4%	-0.6%	.
12	3%	?	-0.7%	1%

Remaining list, next part:
cpd	SMILES	EPAC2 antag	Nrf2 inh	Akt phos inh	CCT chaperon mod	A549 viability
13	COc1ccc(CCN(C)C(=O)c2cnc(C)cn2)cc1OC	5%	10%	i	-2.1	1%
14	Cc1cc(S(=O)(=O)N2CCCC2)ccc1OCC(=O)N1CCC(C(N)=O)CC1	2%	-25%	i	-1.3	0%
15	C/C(=C\c1cc2ccccc2o1)C1Nc2cccc3cccc(c23)N1	1%	-3%	.	.	-5%
16	C#CCNC(=O)C1CCN(c2ccc(S(=O)(=O)N3CCOCC3)cc2Cl)CC1	-2%	-2%	i	-2.0	7%
17	COC(=O)C1C2C=CC(C3CC23)C1C(=O)OCC(=O)c1ccccc1 (centres undefined)	-1%	1%	i	-0.4	.
18	C=C1c2cc(C)c(C)cc2NC(=O)N1c1ccccc1	11%	4%	i	-0.7	-12%
19	COCCN(C(=O)CNC(=O)c1ccco1)C(C(=O)NC1CCCC1)c1ccccc1 (centres undefined)	3%	-3%	i	-1.6	0%
20	CNC(=S)Nc1ccc(-c2nc3ccc(C)cc3s2)cc1	-1%	?	i	-4.9	1%
21	CCCCc1nnc(NC(=O)c2ccc(OCc3c(C)noc3C)cc2)s1	19%	?	i	0.8	-10%
22	COc1ccc(-c2nc(-c3ccccc3OC)no2)cc1OC	4%	20%	i	0.7	-6%
23	O=S1(=O)C[C@@H](N2CC[C@@H](O)C2)[C@H](COCc2ccccc2)N1	32%[activator]	.	i	-1.7	.
24	CN(C(=O)Cn1nc(C(=O)O)c2ccccc2c1=O)C1CCCCC1	-4%	22%	i	1.7	1%

cpd	MmCpn inh	TGFb SMAD3 inh	Nrf2 ARE act	EPAC2 ag
13	1%	9%	-0.6%	0%
14	2%	2%	-0.3%	4%
15	-1%	-8%	19%	5%
16	-1%	-10%	-0.5%	16%
17	0%	-3%	0.4%	15%
18	2%	-24%	2.4%	6%
19	2%	8%	-0.1%	3%
20	-17%	?	3.6%	21%
21	-1%	-28%	0.2%	6%
22	1%	3%	6.8%	11%
23	.	-2%	-0.7%	7%
24	2%	-8%	-0.2%	5%

The last 3 records of the section above come first, to join the parts:
cpd	SMILES	EPAC2 antag	Nrf2 inh	Akt phos inh	CCT chaperon mod	A549 viability
22	COc1ccc(-c2nc(-c3ccccc3OC)no2)cc1OC	4%	20%	i	0.7	-6%
23	O=S1(=O)C[C@@H](N2CC[C@@H](O)C2)[C@H](COCc2ccccc2)N1	32%[activator]	.	i	-1.7	.
24	CN(C(=O)Cn1nc(C(=O)O)c2ccccc2c1=O)C1CCCCC1	-4%	22%	i	1.7	1%
25	O=C(NCCOc1ccccc1)c1ccc2c(c1)S(=O)(=O)c1cc(Cl)ccc1C2=O	8%	-13%	i	0.5	-11%
26	CCOc1ccc(-n2ccnc2SCC(=O)Nc2nnc(C)s2)cc1	10%	-17%	i	1.3	-7%
27	CC(CCc1ccc(O)cc1)NCc1ccc(Cl)cc1Cl (centres undefined)	-8%	-26%	i	-1.9	-5%
28	C1=C(c2ccco2)N2CCN=C2S1	-2%	5%	i	1.5	7%
29	CCN(CC)S(=O)(=O)c1ccc(NC2c3ccccc3C(=O)N2CCN2CCOCC2)cc1 (centres undefined)	-10%	0%	i	-1.6	0%
30	COc1cc(OC)cc(-c2nnc(SCC(=O)c3ccc([N+](=O)[O-])cc3)o2)c1	.	5%	.	.	1%
31	COC(=O)C1=C(O)CSC1=Nc1ccc(C)cc1	10%	-4%	i	0.9	1%
32	CCc1ccc(CN2CCSCC2)cc1	15%	1%	i	-3.0	0%
33	O=C1N(Cc2ccccc2F)c2ccccc2C12OCCCO2	-2%	18%	i	1.4	0%
34	CCOC(=O)C1=C(COC(=O)COc2ccc(C(=O)CC)cc2)NC(=O)NC1C (centres undefined)	-6%	?	i	-0.6	-7%
35	Cn1c(CC(=O)Nc2ccccc2F)nnc1SCC(=O)Nc1nncs1	2%	-16%	i	0.7	1%
36	O=C(COC(=O)COc1ccc(Cl)cc1)Nc1ccc(F)c([N+](=O)[O-])c1	-6%	6%	i	-0.6	0%

cpd	MmCpn inh	TGFb SMAD3 inh	Nrf2 ARE act	EPAC2 ag
22	1%	3%	6.8%	11%
23	.	-2%	-0.7%	7%
24	2%	-8%	-0.2%	5%
25	0%	-41%	9.1%	3%
26	-1%	2%	0.8%	7%
27	1%	0%	3.9%	4%
28	-1%	-11%	0.0%	3%
29	-10%	-5%	3.2%	-9%
30	.	1%	-0.5%	.
31	0%	1%	0.1%	-6%
32	2%	10%	0.4%	0%
33	0%	0%	-1.1%	1%
34	-1%	0%	-0.7%	3%
35	-1%	-20%	1.8%	3%
36	-1%	-27%	4.4%	3%

Following part
cpd	SMILES	EPAC2 antag	Nrf2 inh	Akt phos inh	CCT chaperon mod	A549 viability
37	O=C(CN(c1ccc(Cl)cc1)S(=O)(=O)c1ccccc1)N/N=C/c1ccco1	-25%	6%	.	1.7	0%
38	Cc1cc(C(=O)OCC(=O)NCCc2ccc(S(N)(=O)=O)cc2)c2ccccc2n1	6%	7%	i	-5.9	-2%
39	CCOc1cccc(C(=O)Nc2ccc3c(c2)OCCO3)c1	2%	?	i	2.0	-1%
40	CC(NC(=O)COC(=O)Cc1ccc(-c2ccccc2)cc1)c1ccccc1 (centres undefined)	14%	-2%	i	-1.2	-2%
41	CC(Sc1nc2cc([N+](=O)[O-])ccc2n1-c1cccc(C(F)(F)F)c1)C(=O)NC(N)=O (centres undefined)	2%	-3%	i	0.3	-1%
42	COc1ccc(CCN(C)C(=O)CSc2nnc(C3CC3)n2N)cc1OC	-2%	0%	i	-1.8	-2%
43	COc1ccc(CN(Cc2nc3ccccc3c(=O)[nH]2)C(=O)NC2CCCCC2)cc1	-3%	1%	i	0.3	-6%
44	O=C(c1ccc(F)cc1)N1c2nc(-c3ccco3)nn2C2(CCCCC2)[C@@H]2CCCC[C@@H]21	.	9%	.	.	-4%
45	CCOC(=O)N1CCN(C(=O)CCc2ccc(S(=O)(=O)NCC(C)C)cc2)CC1	0%	-4%	i	0.3	2%
46	O=C(CN1CCN(C(=O)N2CCOCC2)CC1)Nc1ccc(Br)cc1	0%	-8%	i	1.5	-4%
47	O=C(COc1ccc(Cl)cc1Br)N1CCN(S(=O)(=O)c2ccccc2)CC1	-14%	?	i	-1.2	-17%
48	COc1ccc(/C=C2/C(=O)N(c3nc4ccccc4s3)N=C2CSc2ccc(Cl)cc2)cc1	3%	12%	i	-2.2	-2%

cpd	MmCpn inh	TGFb SMAD3 inh	Nrf2 ARE act	EPAC2 ag
37	0%	5%	13%	0%[15.6 µM]
38	1%	-1%	0.1%	5%
39	-3%	-11%	0.0%	5%
40	-5%	-1%	4.3%	0%
41	1%	0%	0.2%	0%
42	-1%	8%	0.1%	-2%
43	0%	-5%	0.3%	-3%
44	.	-10%	4.9%	.
45	.	17%	0.4%	6%
46	.	-5%	0.3%	2%
47	3%	?	2.7%	5%
48	?	?	0.1%	5%
